High-throughput results: PubChem, several laboratories
PDI turbidity: PDI (human) enzyme inhibition; inhibition, % at 10 µM; AID 588391; 350,000 tested, 0.052% active; PDI insulin aggregation turbidity, A650, 90 min;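 active = mean inhibition across replicates of 30% or more, whatever share of single replicates reach that level; inconclusive = mean inhibition below 30% while every single replicate reaches 30%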;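 note: absorbance from insulin aggregation driven by PDI reduction with DTT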
Target sequence (P07237 whole entry, looked up): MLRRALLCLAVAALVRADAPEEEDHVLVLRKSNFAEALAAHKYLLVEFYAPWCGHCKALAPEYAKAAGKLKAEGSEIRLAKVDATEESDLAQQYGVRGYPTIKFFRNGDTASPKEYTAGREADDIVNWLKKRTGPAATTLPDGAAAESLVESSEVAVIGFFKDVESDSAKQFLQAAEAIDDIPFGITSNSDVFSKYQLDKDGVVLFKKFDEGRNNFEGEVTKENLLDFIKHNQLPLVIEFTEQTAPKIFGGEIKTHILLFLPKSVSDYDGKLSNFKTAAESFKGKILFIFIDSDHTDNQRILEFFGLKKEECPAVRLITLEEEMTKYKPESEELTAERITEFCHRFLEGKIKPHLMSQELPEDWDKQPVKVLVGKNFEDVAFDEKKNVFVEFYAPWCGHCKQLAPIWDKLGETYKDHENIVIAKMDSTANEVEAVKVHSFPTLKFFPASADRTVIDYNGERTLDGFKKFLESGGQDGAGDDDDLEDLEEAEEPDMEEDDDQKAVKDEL
CaV13 FRET inh: Disruptors of the CACNA1D IQ motif to Ca2+-dependent inactivation inhibitor domain association, primary screening, Förster resonance energy transfer in intact living … | HEK cells, CFP/YFP FRET ICDI-IQ, plate reader, 10 min; percent FRET-ratio fall versus neutral wells | 340,000 tested, 0.098% active | AID 743397 | inhibition, % at 12.3 µM;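 active = mean replicate inhibition of at least 30% and at least 1% of replicates passing that level; inconclusive = only one of the two criteria is met; inactive = neither criterion is met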;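 note: 0% = median of the neutral control wells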
NR2E3 ag-1: human photoreceptor-specific nuclear receptor agonism; Q9Y5X4; CHO-S Gal4-NCOR/VP16-NR2E3 two-hybrid, luciferase; inhibition of corepressor binding, % at 3.98 µM; 360,000 tested, 0.35% active; AID 602229;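 active = inhibition above the mean of all tested compounds plus 3 SD, cut at about 70% in these data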;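 note: 0% = DMSO with NR2E3 transfected cells and 100% = cells lacking NR2E3 construct; higher means lower luciferase signal from less NR2E3 corepressor binding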
Target sequence (Q9Y5X4 whole entry, looked up, the tested form may be a part): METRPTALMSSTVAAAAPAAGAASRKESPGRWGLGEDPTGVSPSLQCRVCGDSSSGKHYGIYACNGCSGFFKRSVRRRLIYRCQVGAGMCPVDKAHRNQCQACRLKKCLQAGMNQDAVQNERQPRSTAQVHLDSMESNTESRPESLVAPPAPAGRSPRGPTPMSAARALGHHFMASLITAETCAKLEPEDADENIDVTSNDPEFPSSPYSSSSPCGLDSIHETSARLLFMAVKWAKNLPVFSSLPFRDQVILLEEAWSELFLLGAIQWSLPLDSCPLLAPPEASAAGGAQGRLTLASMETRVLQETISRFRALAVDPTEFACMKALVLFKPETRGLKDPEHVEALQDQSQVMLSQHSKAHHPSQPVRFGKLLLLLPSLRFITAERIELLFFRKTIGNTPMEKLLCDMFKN
Vif imaging: blocks HIV Vif function; HEK293T cells, Vif self-association by quenched fluorescence, imaging, 24 h; inhibition, % at 7.49 µM; 340,000 tested, 0.35% active; AID 602346; in the data active = inhibition above about 50%, passing the limit was not always enough; inconclusive = no clear call, values can overlap the other calls; inactive = below about 31%; note: some results filed as inactive read as strong as hits
Peg3 promoter: Peg3 promoter activity inhibition | 360,000 tested, 1.7% active | inhibition, % at 20 µM | HeLa PEG-Prom luciferase reporter, luminescence, overnight | AID 588405;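 active = inhibition of at least 50% at 20 µM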
aDG glyco act: alpha-DG glycosylation activation; Pro5-aDG cells, alpha-DG glycosylation AlphaScreen (IIH6); 0% Pro5, 100% B10-LARGE cell signal; activation, % at 10 µM; 360,000 tested, 0.22% active; AID 624168;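 active = activation of at least 8% versus controls, or a plate z-score of at least 8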;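 note: Pro5 are CHO cells carrying HIG-tagged alpha-DG that lacks glycosylation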
MITF TRPM1 inh: MITF TRPM1 promoter inhibition in SK-MEL-5 cells; SK-MEL-5 TRPM1 promoter luciferase, 24 h; inhibition, % at 12.5 µM; 330,000 tested, 0.83% active;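 active = mean inhibition across replicates of 60% or more, whatever share of single replicates reaches that level; inconclusive = some that reach 60%, reason not given; inactive = mean inhibition across replicates below 60%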; note: values of inactives mirror those of a sister screen read the other way
iPSC survival up: hiPSC single-cell survival enhancement. ATPlite luminescence; 100% = ROCK inhibitor wells, 0% = DMSO. survival enhancement, % at 20 µM. 360,000 tested, 0.044% active; in the data active = survival enhancement above about 18%;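 note: cells exposed to compounds for 16 hours before the ATP read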
HIF-2a block: inhibitors of HIF-2a. 786-0 RCC cells HIF-2a reporter, luciferase luminescence, overnight. inhibition, % at 18.8 µM. 360,000 tested, 0.72% active;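 active = inhibition of the luminescence signal of 40% or more relative to plate controls, in a single-dose primary screen at 18.75 µM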
Granule exo inh: lytic granule exocytosis inhibition | TALL-104 LAMP-1 surface exposure, flow cytometry; cells stimulated with thapsigargin and PMA | inhibition, % at 10 µM | 360,000 tested, 0.66% active | AID 651702;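 active = inhibition above about 55%, limit read from the data; inconclusive = no clear call, values can overlap the other calls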
NR2E3 ag-2: agonists of human nuclear receptor NR2E3 | Q9Y5X4 | GST-NR2E3/biotin-RetCOR TR-FRET, 1536-well | inhibition of corepressor binding, % at 4.78 µM | 320,000 tested, 0.12% active | AID 2300;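 active = percent inhibition above the cutoff of mean plus 3 SD of all tested compounds, set per screening campaign, cut at about 20% in these data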;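 note: 0% = DMSO wells and 100% = biotin wells as full block of FRET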
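Format: 1536-well format; test system: GST-NR2E3 and biotin-RetCOR proteins; read-out basis: percent inhibition of TR-FRET ratio; timing: 5 h incubation at 4 °C; detection: time-resolved FRET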
* = called active by the depositor; u = inconclusive; x = no result given.

SMILES	PDI turbidity	CaV13 FRET inh	NR2E3 ag-1	Vif imaging	Peg3 promoter	aDG glyco act	MITF TRPM1 inh	iPSC survival up	HIF-2a block	Granule exo inh	NR2E3 ag-2
CCOC(=O)C1CCN(C(=O)c2ccccc2N(C)S(=O)(=O)c2ccccc2)CC1	-4.1	-5.8	19.9	-22.9	4.1	-0.2	-1.4	4.7	0.0	3.3	-0.6
Cc1cc(=O)[nH]c(N=N/C(=N/Nc2ccccc2C)c2ccccc2)n1	6.4	-4.6	-38.3	-2.0	22.2	0.2	41.0	7.2	-28.4	1.7	3.2
COc1ccc(S(=O)(=O)N2CCCC(C(=O)N3CCN(Cc4ccccc4)CC3)C2)cc1Cl (configuration not stated)	9.5	-4.9	26.5	-4.6	9.0	0.8	x	4.2	6.7	0.6	x
O=C(NC(Cc1ccccc1)C(=O)O)/C(=C\c1ccco1)NC(=O)c1ccc(Br)cc1 (configuration not stated)	3.8	-1.3	-24.9	x	-6.0	-0.2	8.3	-0.7	6.2	-3.9	-0.8
O=C(NNC(=O)c1ccccc1-n1cccc1)c1ccc(Cl)nc1	17.2	-1.9	11.0	u	7.0	0.1	2.5	-1.6	11.8	2.0	3.8
CCCCN(C(=O)c1ccc(NC(=O)C(C)C)cc1)c1ccccc1	7.1	-5.5	-16.1	-2.7	-1.8	0.2	7.8	-0.8	-15.1	-5.4	4.5
CC(C)(C)CC(C)(C)NC(=S)Nc1ccc2nc(-c3ccccn3)c(-c3ccccn3)nc2c1	-0.2	-11.9	-16.1	u	25.6	-0.5	8.0	-0.2	35.0	7.2	2.1
CC(=O)Nc1cccc(NS(=O)(=O)c2cn(C)c(=O)n(C)c2=O)c1	x	-5.6	-4.1	-5.6	8.9	0.3	x	-1.0	4.2	-2.9	1.9
O=C(CSc1ccc(-c2ccc(F)cc2)nn1)NC1CCCCC1	-0.7	-7.3	-19.8	0.1	-22.1	0.1	-5.0	0.3	-16.9	-5.3	2.1
Cc1ccc(S(=O)(=O)N(C)C[C@H]2Oc3ccc(NC(=O)C4CCCCC4)cc3C(=O)N([C@H](C)CO)C[C@H]2C)cc1	-1.4	-7.2	-5.6	x	-0.9	-0.2	9.3	0.9	-8.4	10.0	x
CCCCCC(=O)N1C[C@@H](O)[C@H](n2cc(-c3ccc(F)cc3)nn2)C[C@@H]1c1ccccc1	-0.5	-9.3	18.2	-0.9	21.7	0.1	x	-0.3	-3.4	-2.3	x
COc1ccc(NC(=S)Nc2cc(C)ccn2)c(OC)c1	-2.6	x	-116.5	15.4	-243.6	0.0	-29.0	-3.2	-159.9	-8.3	3.2
COc1cccc(C(=O)NC2CC(C)(C)Cc3c2cnn3-c2cccc(F)c2)c1OC (configuration not stated)	-1.9	-5.0	-11.5	-11.9	21.4	0.0	-4.2	-0.6	5.4	1.5	-0.1
COc1cccc(OC)c1-c1nn2c(-c3cc(-c4ccccc4)n[nH]3)nnc2s1	-4.7	-6.1	-3.4	-7.8	19.1	0.1	-8.8	1.9	13.3	-12.1	-14.1
Cc1ccc(C(=O)Nc2cc(Cl)ccc2-n2cncn2)s1	-5.8	-4.5	-2.6	x	-12.2	0.1	15.7	-0.3	-13.1	11.6	-1.8
COc1ccc(N(C(=O)c2snc(C(N)=O)c2N)C(C(=O)NCC2CCCO2)c2ccc(C)o2)cc1OC (configuration not stated)	-7.2	-3.8	0.0	x	14.5	-0.1	11.1	-0.2	16.9	3.2	2.9
C=CCn1c(SCc2ccc([N+](=O)[O-])cc2)nnc1C(C)NC(=O)c1ccccc1 (configuration not stated)	-6.5	-4.3	-34.0	-9.2	19.4	0.0	5.1	-0.3	26.6	-0.1	1.4
COc1cc(C2C(C(N)=O)=C(C)Nc3nc(CCCO)nn32)cc(OC)c1OC (configuration not stated)	x	8.4	-26.8	-3.0	4.2	0.0	1.5	1.0	5.4	1.5	2.6
O=C(Nc1cccc(S(=O)(=O)N2CCCCC2)c1)c1ccc2ncsc2c1	1.5	-1.8	-168.2	-6.2	-27.2	0.5	11.5	-0.3	-95.2	-1.0	-2.0
CC(=O)/C=C/c1ccccc1Oc1c(F)c(F)nc(F)c1F	3.0	-4.5	-7.9	-12.9	29.5	0.7	x	-0.5	-91.2	-10.7	1.8
COc1ccccc1-c1nnc2n1N=C(c1ccc(OC(F)F)c(OCC3CC3)c1)CS2	-2.9	-3.1	-6.0	-4.7	39.3	0.4	-4.9	5.4	12.3	1.6	x
Cc1ccc(Nc2nc(-c3ccc(C)cc3)c(CC(=O)O)s2)cc1	x	-5.7	-58.8	16.9	-87.8	-0.2	-7.2	1.2	-150.6	1.6	-0.7
O=C(NNc1ccc([N+](=O)[O-])cc1[N+](=O)[O-])C1C2CCCCC21 (configuration not stated)	-2.9	-6.5	14.8	-1.6	17.6	-0.2	23.9	1.2	4.4	-2.9	2.6
CCOc1ccc(C(C)NC(=O)C2CCC2)cc1 (configuration not stated)	-4.1	-17.8	1.4	10.2	-0.5	-0.2	5.9	3.2	10.9	1.9	1.2
CCOc1ccc(OCC)c(S(=O)(=O)n2cc(C)nc2CC)c1	-3.7	-4.0	-25.7	11.3	7.7	0.3	11.2	1.2	11.9	-5.4	2.6
C=CCn1c(SC2CCOC2=O)nc2scc(C3CC3)c2c1=O (configuration not stated)	13.7	-4.7	-20.0	-2.0	1.6	-0.3	-0.6	0.2	7.5	-1.0	1.9
Cc1ccc2c(C)c(C(=O)N(C)CCC3CCCCO3)oc2c1C (configuration not stated)	2.3	-4.8	-33.0	-0.6	-58.1	0.0	-33.8	-0.1	-84.8	4.4	2.0
O=C(c1ccc(Cl)cc1)N1CCCOC1	3.0	-5.4	-6.9	-0.4	13.3	0.2	14.4	0.2	10.9	0.4	-0.7
CC1(C(=O)NS(=O)(=O)c2cccc(Cl)c2)CCN1C(=O)Cc1cc(F)ccc1F (configuration not stated)	6.2	-5.9	4.1	x	4.4	-0.3	x	-3.0	7.0	-6.9	x
N#CCc1ccc(NC(=O)c2ccccc2C(=O)Nc2ccc(CC#N)cc2)cc1	-0.9	-1.6	-1.0	8.1	5.8	-0.1	3.8	0.0	10.9	2.7	-2.4
Cn1c(C(=O)N/N=C/c2ccccc2)cc2ccccc21	-3.9	-2.1	-18.0	13.2	-224.2	0.0	-48.5	3.8	-275.9	1.1	2.0
CCOC(=O)C1CCCN(c2ncnc3c2oc2ccccc23)C1 (configuration not stated)	4.5	x	-67.0	x	-144.9	2.0	2.7	-1.9	-171.1	-2.1	10.1
Cc1ccc(CSc2nc3nc(C)cc(C)n3n2)cc1	12.2	-5.1	-37.3	1.3	-49.0	0.0	x	-0.3	-70.3	2.7	2.7
O=C1c2cccc3cccc(c23)C(=O)N1CCCn1ccnc1	-2.1	-14.9	-35.8	24.6	-16.1	0.3	x	1.9	-28.1	1.9	3.7
CC1CCN(C(=O)Cn2c(=O)n(CCc3ccccc3)c(=O)c3ccccc32)CC1	-0.6	x	-10.5	4.2	14.3	-0.2	15.1	0.1	4.8	-0.8	0.2
c1nc(N2CCCCCC2)c2[nH]cnc2n1	-3.5	-4.3	-19.6	5.4	-17.8	1.4	-10.0	2.0	16.9	-0.8	0.0

In a second layout: 4 of the compounds above
Structure | PDI turbidity | CaV13 FRET inh | NR2E3 ag-1 | Vif imaging | Peg3 promoter | aDG glyco act | MITF TRPM1 inh | iPSC survival up | HIF-2a block | Granule exo inh | NR2E3 ag-2
CCOc1ccc(OCC)c(S(=O)(=O)n2cc(C)nc2CC)c1 | -3.7 | -4.0 | -25.7 | 11.3 | 7.7 | 0.3 | 11.2 | 1.2 | 11.9 | -5.4 | 2.6
C=CCn1c(SC2CCOC2=O)nc2scc(C3CC3)c2c1=O (configuration not stated) | 13.7 | -4.7 | -20.0 | -2.0 | 1.6 | -0.3 | -0.6 | 0.2 | 7.5 | -1.0 | 1.9
Cc1ccc2c(C)c(C(=O)N(C)CCC3CCCCO3)oc2c1C (configuration not stated) | 2.3 | -4.8 | -33.0 | -0.6 | -58.1 | 0.0 | -33.8 | -0.1 | -84.8 | 4.4 | 2.0
O=C(c1ccc(Cl)cc1)N1CCCOC1 | 3.0 | -5.4 | -6.9 | -0.4 | 13.3 | 0.2 | 14.4 | 0.2 | 10.9 | 0.4 | -0.7

Continuation.
SMILES	PDI turbidity	CaV13 FRET inh	NR2E3 ag-1	Vif imaging	Peg3 promoter	aDG glyco act	MITF TRPM1 inh	iPSC survival up	HIF-2a block	Granule exo inh	NR2E3 ag-2
CC(C)=CCC[C@](C)(O[C@@H]1O[C@H](CO[C@@H]2O[C@H](CO)[C@@H](O)[C@H](O)[C@H]2O)[C@@H](O)[C@H](O)[C@H]1O)C1CC[C@]2(C)C1C(=O)CC1[C@@]3(C)CC[C@H](O[C@H]4O[C@@H](CO)[C@H](O)[C@@H](O)[C@@H]4O)C(C)(C)C3CC[C@]12C (some centres not stated)	3.3	-10.3	-13.1	-3.6	-26.5	-0.2	-2.7	-1.3	7.4	-3.2	x
COc1ccc(/C=C2\CCC/C(=C\c3ccc(OC)c(OC)c3OC)C2=O)c(OC)c1OC	-1.0	-4.3	-2.1	-5.8	23.2	0.1	-6.0	-0.3	19.8	-10.6	x
COc1ccccc1CNS(=O)(=O)c1ccc(NC(C)=O)cc1	2.1	-8.0	11.4	-5.6	9.4	0.3	7.4	1.8	-3.9	-3.7	-0.4
COc1ccc(N2CCN(C(=O)c3cccc(Cn4cc(Cl)cn4)c3)CC2)cc1	-2.4	x	-56.6	x	7.0	0.6	12.0	-2.1	-15.5	-1.3	-1.3
CC(c1ccccc1)N1CCn2c(nc3cc(NS(C)(=O)=O)ccc32)C1 (configuration not stated)	-2.1	-4.8	-27.9	10.4	-5.4	-0.1	-14.2	1.4	7.0	8.5	2.2
COC(=O)c1nnn(CC(=O)Nc2cc(Cl)ccc2C)c1C(=O)OC	0.1	-4.8	-13.1	8.4	-2.7	0.0	1.7	-3.0	-2.2	-1.5	-1.5
Cn1cc(CNC(=O)c2ccc3nc(Cc4ccccc4F)oc3c2)cn1	4.3	-5.5	-61.1	-3.7	-222.5	0.0	-83.2	-0.6	-185.7	-1.7	1.4
CC(C)c1ccc(CC(=O)N2CCC2(C)C(=O)NS(=O)(=O)c2ccc(C(C)(C)C)cc2)cc1 (configuration not stated)	-3.7	-5.0	18.3	-0.9	11.3	0.0	x	2.8	6.8	-1.2	x
C(=N\Nc1nc(N2CCCC2)nc(N2CCCC2)n1)/c1cccnc1	-12.4	-19.3	2.5	4.6	1.0	-0.1	1.5	-1.8	0.2	11.5	-0.9
CCCCOCCCNC(=O)c1c(-c2ccccc2)noc1C	0.1	x	-37.0	-12.2	17.3	-0.1	-7.0	-0.4	18.3	-1.4	-0.2
CN(C)CCCn1c2c(c(SCC(=O)Nc3cccc4ccccc34)nc1=O)CCC2	-1.0	-5.9	-18.7	0.9	-29.8	0.1	-4.3	-0.1	7.4	9.5	-0.6
O=C(c1ccco1)N1CCN(S(=O)(=O)c2ccc3c(c2)CCN3C(=O)C2CCC2)CC1	-15.1	-3.7	2.9	-5.9	16.8	0.0	10.2	-0.5	6.6	0.3	3.8
